M4 PAM = potentiates acetylcholine response at human M4 receptor; AID 624126; activation, % at 3 µM; hit rate 0.4% among 360,000; P08173; CHO-K1 hM4/Gqi5, Fluo-8 calcium fluorescence, ACh EC20; 0% = ACh EC20, 100% = maximal ACh;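 active = activation above its plate's cutoff, the mean activation of sample wells plus 3 SD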; also: some results filed as inactive read as strong as hits
Target sequence (P08173 whole entry, looked up): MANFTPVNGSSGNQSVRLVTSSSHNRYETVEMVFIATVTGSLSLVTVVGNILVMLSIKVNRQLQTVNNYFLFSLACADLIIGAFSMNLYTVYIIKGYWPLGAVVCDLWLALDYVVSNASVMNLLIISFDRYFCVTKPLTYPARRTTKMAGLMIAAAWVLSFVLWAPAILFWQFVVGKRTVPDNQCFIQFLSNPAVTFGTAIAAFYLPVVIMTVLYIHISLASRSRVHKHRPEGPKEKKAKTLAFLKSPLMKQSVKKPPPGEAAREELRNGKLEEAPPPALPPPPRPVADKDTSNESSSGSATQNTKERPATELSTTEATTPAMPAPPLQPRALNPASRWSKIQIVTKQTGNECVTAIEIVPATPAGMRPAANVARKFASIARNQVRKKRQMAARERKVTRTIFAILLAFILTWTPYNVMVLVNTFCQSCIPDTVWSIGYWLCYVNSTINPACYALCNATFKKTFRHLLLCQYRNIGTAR
M1 PAM parental = nonselective activator or artifact in parental CHO-K1 calcium assay. ATP EC20, Fluo-8 calcium fluorescence; 0% at ATP EC20, 100% at ATP max. activation, % at 3 µM. hit rate 0.02% among 360,000. AID 602247;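 active = activation above the run cutoff, the mean activation of all test compounds plus 3 SD, cut at about 40% in these data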;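 also: peak over basal fluorescence ratio in a 140 s read after ATP addition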
CRFBP-R2 agonist = CRF-BP/CRF-R2 complex agonism; hit rate 0.46% among 350,000; AID 588473; HEK293 CRF-R2/CRF-BP, calcium dye fluorescence (FLIPR); percent of saturating CRF peptide response; activation, % at 13.2 µM;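 active = activation of at least 50%, plus an integration ratio under a set limit after plate pattern correction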;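 also: plate controls were neutral control wells without compound for no effect and CRF at EC100 for full effect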
TAAR1 antag = human TAAR1 antagonism. CHO RD-HGA16 TAAR1, Fluo-8 calcium fluorescence, antagonist. inhibition, % at 3 µM. hit rate 1.5% among 360,000;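 active = inhibition above a per-plate cutoff, the mean inhibition of test compounds on that plate plus 3 SD, cut at about 49% in these data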;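 also: 0% = DMSO plus EC80 beta-PEA response and 100% = DMSO alone without agonist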
Target sequence (Q96RJ0 whole entry, looked up): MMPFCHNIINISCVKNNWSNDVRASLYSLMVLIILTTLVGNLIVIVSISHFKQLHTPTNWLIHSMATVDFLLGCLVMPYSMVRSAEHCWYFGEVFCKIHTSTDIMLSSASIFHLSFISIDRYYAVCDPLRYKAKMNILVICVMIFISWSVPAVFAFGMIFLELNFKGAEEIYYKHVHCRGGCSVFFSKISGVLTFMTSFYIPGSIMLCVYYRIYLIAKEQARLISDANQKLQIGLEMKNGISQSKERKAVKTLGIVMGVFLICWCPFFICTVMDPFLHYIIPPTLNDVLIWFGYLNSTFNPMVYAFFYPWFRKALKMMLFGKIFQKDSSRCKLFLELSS
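Test system – hTAAR1-expressing CHO RD-HGA16 cells, Gα16-coupled · Also added – β-PEA at EC80 concentration, post-compound challenge · Compound – 3 µM, single point · Incubation – dye loading 75 min at 37 °C, then 30 min room temperature · Measured by – Fluo-8 intracellular calcium dye fluorescence, real-time kinetic reads · Benchmarks – vehicle and agonist controls · Replicates – singlicate, one well per test compound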
CRFBP-R2 block = blocks CRF-induced signaling of the CRF-BP/CRF-R2 complex | hit rate 0.59% among 350,000 | inhibition, % at 11.8 µM | AID 588475 | HEK293 CRF-R2/CRF-BP, CRF-induced calcium fluorescence;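 active = inhibition of the ligand-induced calcium signal above about 50% at the single tested concentration, limit read from the data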
M5 ag = agonists of human muscarinic M5 receptor (CHRM5). hit rate 0.19% among 360,000. CHO-K1 hM5 cells, Fluo-8 calcium fluorescence; 0% DMSO wells, 100% maximal acetylcholine response. P08912. AID 624037. activation, % at 3 µM;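 active = activation above the run's mean over test compounds plus 3 SD, cut at about 23% in these data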;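 also: signal is peak over basal fluorescence ratio across the kinetic read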
M5 antag = antagonists of human muscarinic M5 receptor (CHRM5); P08912; hit rate 0.59% among 360,000; inhibition, % at 3 µM; CHO-hM5 cells, Fluo-8 calcium fluorescence, ACh EC80;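 active = inhibition above a per-plate cutoff, the mean of that plate's test compounds plus 3 SD, cut at about 27% in these data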;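 also: 0% = acetylcholine EC80 with DMSO and 100% = DMSO without agonist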
M5 PAM = potentiates acetylcholine response at human M5 receptor. CHO-K1 hM5, Fluo-8 calcium, ACh EC20 PAM; 0% = ACh EC20, 100% = ACh EC100. activation, % at 3 µM. hit rate 0.3% among 360,000. P08912;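 active = activation above the run cutoff, the mean activation of all test compounds plus 3 SD, cut at about 18% in these data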
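system = human M5 receptor in CHO-K1 cells | compound = one concentration, 3 µM final (nominal) | schedule = Post-acetylcholine fluorescence recording 140 s | signal = Fluo-8 calcium dye fluorescence, kinetic read | benchmarks = low control EC20 acetylcholine (0%), high control EC100 acetylcholine (100%) | repeats = singlicate, one well per test compound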
TAAR1 ag = agonists of human TAAR1; activation, % at 3 µM; AID 624467; CHO RD-HGA16 TAAR1, Fluo-8 calcium fluorescence; vehicle wells 0%, saturating PEA agonist 100%; hit rate 0.99% among 360,000;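 active = activation above the mean activation of all test compounds in the run plus 3 SD, cut at about 38% in these data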
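Test system: RD-HGA16 (CHO) cells co-expressing Gα16 and hTAAR1 / Benchmarks: DMSO vehicle as 0%, PEA at EC100 as 100% / Repeats: no replicates (n 1) / Measure: % activation from peak over basal fluorescence ratio, DMSO-to-PEA scaled / Timing: 17-24 h plating, Fluo-8 75 min 37 °C, 30 min RT / Technique: kinetic Fluo-8 calcium fluorescence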
* hit, by the source's call; / = no result given.

smiles | M4 PAM | M1 PAM parental | CRFBP-R2 agonist | TAAR1 antag | CRFBP-R2 block | M5 ag | M5 antag | M5 PAM | TAAR1 ag
CCCCc1cc(=O)oc2cc(OCC(=O)NCCN3CCOCC3)c(Cl)cc12 | -3 | -21 | 0.9 | -9 | 12 | -3 | 7 | -4 | 3
Cc1ccc(-c2nc3c(c(=O)[nH]c(=O)n3CC(C)C)n2CC(C)C)cc1[N+](=O)[O-] | 2 | 6 | -4.7 | -12 | -33 | -4 | 14 | -4 | 5
COC(=O)c1c(C(=O)OC)c(-c2ccc(C)cc2)n2c1CS(=O)(=O)C2 | 0 | 3 | 1.9 | 2 | -21 | 1 | 3 | -2 | 9
COc1ccc(CCN=C(N)NS(=O)(=O)c2ccccc2)cc1OC | 4 | 10 | -0.2 | -1 | 1 | -1 | 5 | -1 | 5
CCCOC(=O)c1ccc(NC(=O)CC(C)(C)C)cc1 | 1 | 7 | 5.5 | -4 | -21 | -3 | -6 | 9 | 6
Cc1cc(C(=O)COC(=O)C2=NNC(=O)CC2)c(C)n1CCc1ccccc1 | 1 | 5 | -0.9 | 15 | -4 | 1 | 4 | 4 | 61*
O=C(O)c1cccc2c1C(=O)c1cc([N+](=O)[O-])ccc1-2 | 4 | 9 | 2.7 | -6 | 11 | 3 | 1 | 6 | 2
COc1ccccc1S(=O)(=O)Cc1ccc(C(=O)NC(C)c2ccc3c(c2)OCCO3)o1 (stereo not given) | -8 | 6 | 1.3 | 41 | 5 | 6 | 15 | -16 | 16
CN(C)C(=O)c1ccc(-n2nc(C(F)(F)F)c3c2CCCC3)cc1 | -9 | 9 | -0.1 | -6 | -6 | -4 | -1 | 2 | 5
O=C(NCC(=O)N(CC1CCCO1)C(C(=O)NC1CCCCC1)c1cccnc1)c1cccs1 (stereo not given) | -1 | 13 | -0.5 | 5 | -4 | 1 | 2 | 5 | 2
Cc1ccc(SCC(=O)NC(=O)NC(C)C)c(C)c1 | 11 | -12 | -0.9 | -26 | -20 | -5 | 4 | 7 | -1
N=C1C(=O)OCC1c1ccccc1NC(=O)Nc1ccccc1 (stereo not given) | 7 | -14 | -0.1 | 4 | -1 | 0 | -4 | 3 | 4
O=C(O)c1ccc2c(=O)n3c(nc2c1)/C(=C/c1ccccc1OC(F)F)CC3 | 3 | 3 | 0.0 | -7 | -16 | -3 | 19 | 2 | 1
CC1Cn2c(nnc2-c2ccccc2O)S1 (stereo not given) | -10 | 10 | 2.2 | -6 | 2 | -2 | 2 | -3 | 0
COCCNC(=O)C(C)N1c2cccc3cccc(c23)S1(=O)=O (stereo not given) | -3 | 4 | 2.4 | -9 | -55 | -3 | 6 | -9 | 2

2 compounds from above, showing only CRFBP-R2 agonist:
| Compound | CRFBP-R2 agonist |
| --- | --- |
| COC(=O)c1c(C(=O)OC)c(-c2ccc(C)cc2)n2c1CS(=O)(=O)C2 | 1.9 |
| Cc1ccc(-c2nc3c(c(=O)[nH]c(=O)n3CC(C)C)n2CC(C)C)cc1[N+](=O)[O-] | -4.7 |

(next part)
smiles | M4 PAM | M1 PAM parental | CRFBP-R2 agonist | TAAR1 antag | CRFBP-R2 block | M5 ag | M5 antag | M5 PAM | TAAR1 ag
CCOC(=O)Cn1c(=N)n(Cc2ccccc2)c2ccccc21 | 1 | -4 | -2.7 | -3 | 1 | -7 | -9 | -2 | 9
CNS(=O)(=O)c1ccc(CNC[C@H]2O[C@@H](n3cnc4c(=O)[nH]c(N)nc43)[C@H](O)[C@@H]2O)cc1 | 2 | 16 | / | 3 | / | 1 | -7 | 6 | 1
COc1ccc(OC)c(NC(=O)C2CC(=O)N(Cc3ccco3)C2)c1 (stereo not given) | 0 | 5 | 1.7 | -23 | 2 | 2 | 0 | -1 | 1
CCSc1nnc(Cc2cc(=O)[nH]c(=O)[nH]2)n1-c1cccc(C)c1 | -2 | -8 | 0.1 | -17 | 9 | 1 | 1 | -2 | 1
CCC(CC)C(=O)Nc1ccccc1-n1cccc1 | 9 | 23 | -0.2 | 2 | -3 | -4 | 3 | -3 | 4
CCN(CC)c1c([N+](=O)[O-])c(=O)n(CC)c2ccccc12 | -1 | -3 | -2.3 | -19 | 23 | -7 | 14 | -7 | -3
Cn1cc(C(=O)NS(=O)(=O)Nc2ccc(Br)cn2)c2ccccc21 | 13 | -6 | -0.7 | -16 | 7 | -5 | 13 | -1 | 1
CCCc1ncc(CN2CCCCC2C(=O)Nc2ccc(Oc3ccccc3)nc2)cn1 (stereo not given) | -7 | 2 | -0.3 | -6 | -9 | -6 | 13 | -8 | -3
Cc1cc(C)nc(/N=C(\N)N2CCCCCC2)n1 | -1 | 10 | 7.7 | 5 | 11 | -6 | 5 | 0 | 1
CC(C)c1ccc(OCC(=O)NNC(=O)c2cnccn2)cc1 | 4 | -18 | -0.1 | 1 | 20 | 5 | -8 | 15 | 0
CCOc1cc(/C=C2/C(=N)N3N=C(CC)SC3=NC2=O)ccc1OC(=O)c1ccco1 | 3 | 6 | -0.4 | -15 | -20 | -2 | -5 | 0 | -3
CCCCc1ccc(-c2nn[nH]n2)nc1 | 1 | 6 | -0.8 | -36 | 8 | 0 | 2 | 3 | 2
CCOc1ccc(NC(=O)c2c(OC)cccc2OC)cc1 | -2 | 24 | 1.9 | 3 | -9 | -1 | 3 | 6 | 2
CSc1ccc(NC(=O)NCCCN2CCC(Cc3ccccc3)CC2)cc1 | -3 | -4 | 2.8 | 28 | -17 | -5 | 14 | -6 | 29
CCOc1ccc(S(=O)(=O)NCCC(=O)NCC2COc3ccccc3O2)cc1 (stereo not given) | 7 | 12 | -0.8 | -17 | 1 | -1 | 18 | -5 | 3
COc1ccccc1NC(=O)c1ccc(NC(=O)COC(=O)C2CCCO2)cc1 (stereo not given) | -3 | 8 | -0.3 | / | 6 | 1 | 10 | 5 | /
COc1ccc(CNC(=O)CN2CCN(S(=O)(=O)c3c(C)c(C)cc(C)c3C)CC2)cc1OC | -7 | 16 | -0.6 | 34 | 11 | 3 | 6 | -10 | 8
COc1ccc(/C=C(/NC(=O)/C=C/c2ccccc2)C(=O)N2CCOCC2)cc1 | 9 | 6 | -1.0 | 4 | -32 | 0 | 1 | -4 | 9
CC1(C)CC(=O)C=C(c2ccc(Cl)c(C(F)(F)F)c2)C1 | 6 | -8 | -0.4 | 7 | -1 | 5 | 6 | 6 | 24
Cc1c(/C=N/NC(=O)C(C)(C)Oc2ccc(Cl)cc2)cnn1C | 2 | 13 | 0.9 | -1 | -9 | -3 | -2 | 1 | 8
CNc1cncc(-c2cccc(NS(C)(=O)=O)c2)n1 | 0 | 4 | / | -1 | / | 0 | 1 | 3 | 3
Cn1nc(CC(=O)Nc2cccc3ncccc23)c2ccccc2c1=O | -2 | 13 | 0.0 | 0 | -5 | -4 | 4 | -10 | 16
CCOC(=O)C1CCN(S(=O)(=O)c2nc3nc(C)cc(C)n3n2)CC1 | -3 | 11 | -0.1 | 9 | -6 | -2 | -1 | 0 | 16
COc1ccc(S(=O)(=O)NCC(c2cccnc2)N2CCN(C)CC2)cc1C (stereo not given) | 2 | 21 | -1.7 | -10 | -14 | -3 | 1 | -2 | 4
COc1ccc(OC)c(NC(=O)CSc2nnc3ccc(-c4ccncc4)nn23)c1 | -19 | 13 | -2.8 | -15 | -4 | -14 | 5 | 2 | 2
CC(=O)C1=C(O)C(=O)N(c2ccc(Br)cn2)C1c1ccc(Br)cc1 (stereo not given) | -4 | -1 | -0.5 | 0 | -6 | 7 | 10 | -14 | 14
Cc1ccc(CS(=O)(=O)Cc2ccc(C(=O)NC3CCCC3)o2)cc1 | 1 | 12 | -1.1 | -5 | 2 | -5 | 11 | -8 | 0
O=C(Nc1ccc2c(c1)OCO2)N1CCN(c2ccccc2Cl)CC1 | -3 | 25 | -6.3 | 2 | 15 | 0 | 4 | -5 | 2
Cc1cc(NC(=O)C(C)SCC(=O)N(C)Cc2ccccc2F)no1 (stereo not given) | 2 | 15 | -0.7 | -11 | 9 | 2 | -6 | 3 | -2
CCN(CC)S(=O)(=O)c1ccc(C(=O)Oc2cc(C)[nH]c(=O)c2[N+](=O)[O-])cc1 | -6 | 7 | -0.6 | -13 | 10 | -2 | -9 | -2 | 1
Cc1ccccc1Nc1nnc(SCc2cc([N+](=O)[O-])cc3c2OCOC3)s1 | -18 | 7 | -0.5 | / | 2 | -5 | 10 | -11 | /
CCC1Oc2ccc(C)cc2N(CC(=O)NCCC2=CCCCC2)C1=O (stereo not given) | 10 | 24 | -0.2 | -2 | 10 | -2 | -4 | 5 | 1
Cc1cc(OCCCCCn2ccnc2)cc(C)c1Cl | -8 | 1 | 0.5 | 2 | -6 | -8 | 5 | -10 | 14
C[C@@H]1NC(=O)N(CCCn2ccnc2)C1=O | 1 | 29 | 0.6 | -2 | 3 | -2 | 4 | 0 | 11
Cc1cccc(S(=O)(=O)NC2CCCCCCC2)c1 | -11 | -4 | 0.8 | 11 | -8 | -4 | 13 | -6 | -3
COc1ccc(C(=O)C(C)OC(=O)CNC(=O)C2CCCCC2)cc1 (stereo not given) | -1 | 8 | 0.4 | 2 | 1 | 3 | 5 | 2 | -1
CCOC(=O)C(NC(=O)CC)C(O)c1cccc([N+](=O)[O-])c1 (stereo not given) | 0 | -4 | 3.3 | -15 | -2 | 1 | 4 | -6 | 2
CCN(C(=O)CSc1nc2nc(C)cc(C)n2n1)C1CCS(=O)(=O)C1 (stereo not given) | 4 | 7 | 0.9 | -17 | 21 | 3 | 3 | 10 | 7
Cc1ccccc1CCN(C(=O)Cn1nnc2ccccc21)C(C(=O)NCC1CCCO1)c1nc2ccccc2n1C (stereo not given) | -5 | -9 | -1.2 | -11 | -16 | -3 | -1 | -3 | 5
CCN(CC(=O)Nc1ccc(NC(C)=O)cc1)C(=O)c1cc2c(s1)CCCC2 | 5 | 1 | 0.3 | 10 | -4 | -2 | -1 | 4 | 5
O=C(Cn1cccc1)NCc1cccs1 | 5 | 13 | 5.2 | 1 | -7 | -4 | -8 | 5 | 5
CC1CC(=O)Nc2ccccc2N1S(=O)(=O)c1ccc(Br)cc1 (stereo not given) | 0 | 17 | -0.1 | -10 | -12 | -7 | 4 | -4 | 12
CN(CC(=O)NC(=O)NC1CCCCC1)CC(=O)Nc1ccc(Cl)cc1 | 4 | 12 | -0.3 | -34 | -4 | 4 | 6 | 2 | 14

From PubChem
